Assay outcomes (PubChem BioAssay)
BRCT PPI green – qHTS Assay for Inhibitors of BRCT-Phosphoprotein Interaction (Green Fluorophore); Breast cancer type 1 susceptibility protein (Homo sapiens), P38398; BRCA1 BRCT-phosphopeptide binding, green fluorescence polarization; Potency, µM (series often up to 76.9 µM), inactives show top-dose activity change, negative = inhibition, usual class: inhibitors; 75,000 tested, 0.05% active; AID 875, 2007;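 note: potency is the fitted concentration of half-maximal effect; plate controls were peptide without protein for full effect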
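Fluorescence polarization: His-tagged BRCT (~35 kDa BRCA1 C-terminus, 250 nM) bound to 100 nM fluorescein-labeled phosphorylated 10-aa BACH1 peptide, pH 7.3 phosphate buffer with DTT and Tween 20. Compounds incubated 12 min at room temperature; inhibition read as lowered polarization.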
A350 autofl – qHTS Assay for Spectroscopic Profiling in A350 Spectral Region; Compound autofluorescence, 340/450 nm, Alexa 350 dye-equivalents; hits give high values; AID 590, 2007; max dye-equivalent concentration, M; 59,000 tested, 11% active; in the data active = max dye-equivalent concentration above about 10 nM; inconclusive = mostly about 1.1 nM to 9.6 nM
CRE Fsk mod – Cell signaling CRE-BLA (Fsk stim) | CHO CRE-bla reporter (cAMP response element driving beta-lactamase), forskolin EC10, beta-lactamase ratio | Potency, µM (titrated, usually from 38.2 µM), for the others: top-dose activity change, negative = inhibition, most hits filed as activators | 71,000 tested, 2.5% active | AID 662, 2007; active = well fitted activation curve with a large enough effect in the signal ratio, with a control signal flat, not every such curve was filed as active; inconclusive = small, poorly fitted or top-dose-only effect, or effect the other way, or a change in a side signal; the % refers to the signal ratio; note: potency is the fitted concentration of half-maximal effect; % of control where 0% means no effect
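Cells were plated overnight at 37 °C, exposed to compound titrations plus EC10 NKH 477 for 3 h, then given CCF4 dye for 2 h at room temperature. Blue/green (460/530 nm) ratio was converted to %Activity and AC50 values calculated.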
FLuc inh – qHTS Assay for Inhibitors of Firefly Luciferase | 72,000 tested, 2.2% active | Potency, µM (highest dose often 57.1 µM), for inactives: at the highest dose activity change, negative = inhibition, most hits filed as inhibitors | Luciferin 4-monooxygenase (Photinus pyralis), P08659 | purified firefly luciferase, luminescence, 8 min; note: potency is the fitted concentration of half-maximal effect; % is set by controls: 0 for no effect and ±100 for the full control effect; nearly all actives have a fitted effect of over 40% in size
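Substrate buffer containing 10 uM ATP (pH 7.2 imidazole, Mg2+, KCl, detergent, BSA) is dispensed, compound pinned in, then luciferase/luciferin detector mix added. After 8 min at ambient temperature, light output is measured.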
Tau fil binding – qHTS Assay for Tau Filament Binding; Potency, µM (titrated, usually from 57.1 µM), for the others: top-dose activity change, negative = inhibition; 71,000 tested, 2% active; recombinant tau filaments, thioflavin S fluorescence, 15 h; filaments grown with octadecylsulfate alongside compound;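 note: potency is the fitted concentration of half-maximal effect; % is set by controls: 0 for no effect and ±100 for the full control effect; actives lower thioflavin S fluorescence by blocking filaments or displacing dye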
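Read-out: ThS fluorescence, 450 nm excitation/510 nm emission; lower signal marks blocked filament formation or displaced dye. Tau at 1 uM with 30 uM ODS, 10 uM ThS, 5 mM DTT, 100 mM NaCl, 10 mM HEPES pH 7.4; 15 h, 37 C.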
Caspase-1 inhib – qHTS Assay for Allosteric/Competitive Inhibitors of Caspase-1; AID 900, 2007; Caspase-1 enzyme, Ac-WEHD-AFC fluorogenic rate; 75,000 tested, 0.03% active; Potency, µM (series often up to 57.5 µM), inactives show at the top dose activity change, negative = inhibition, most hits filed as inhibitors; P29466;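 note: potency is the fitted concentration of half-maximal effect; plate controls were vehicle for no effect and no substrate for full effect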
BRCT inh red – qHTS Assay for Inhibitors of BRCT-Phosphoprotein Interaction (Red Fluorophore); Breast cancer type 1 susceptibility protein (Homo sapiens), P38398; BRCT-phosphopeptide binding, red fluorescence polarization; Potency, µM (highest dose often 76.9 µM), without a hit: at the highest dose activity change, negative = inhibition, hits mostly inhibitors; 75,000 tested, 0.03% active; AID 892, 2007; note: % is set by controls: 0 for no effect and ±100 for the full control effect
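Rhodamine-labelled pBACH1 10-mer (100 nM) bound to BRCT domain (100 nM) at pH 7.3; compounds incubated 12 min room temperature, polarization read. Free peptide defines full inhibition; unlabelled decapeptide titrated as control.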
HEK293 cAMP cs – qHTS Assay for Agonists of the Thyroid Stimulating Hormone Receptor: Activators of Intracellular cAMP Concentrations in Parental HEK 293; parental HEK293 CNG cAMP sensor, membrane potential fluorescence; Potency, µM (doses to about 57.1 µM), inactives show at the top dose activation, hits mostly activators; 73,000 tested, 2.5% active; AID 938, 2007; note: potency is the fitted concentration of half-maximal effect; % of control where 0% means no effect; nearly all actives have a fitted effect of over 55% in size
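Parental HEK 293 cells stably expressing a cAMP-gated CNG channel were loaded with membrane potential dye containing 100 uM RO 20-1724 for 60 min. Compound added for 30 min; depolarization read as fluorescence intensity at 590 nm.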
USP2a inh – qHTS Assay for Inhibitors of Ubiquitin-specific Protease USP2a. 60,000 tested, 0.1% active. AID 927, 2007. Potency, µM (highest dose often 38.3 µM), for the others: at the top dose activity change, negative = inhibition, most hits filed as inhibitors. USP2a enzymatic assay, qHTS inhibition;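 note: potency is the fitted concentration of half-maximal effect; nearly all actives have a fitted effect of over 60% in size; plate controls were DMSO for no effect and NEM full inhibition control for full effect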
Target sequence (O75604 whole entry, looked up): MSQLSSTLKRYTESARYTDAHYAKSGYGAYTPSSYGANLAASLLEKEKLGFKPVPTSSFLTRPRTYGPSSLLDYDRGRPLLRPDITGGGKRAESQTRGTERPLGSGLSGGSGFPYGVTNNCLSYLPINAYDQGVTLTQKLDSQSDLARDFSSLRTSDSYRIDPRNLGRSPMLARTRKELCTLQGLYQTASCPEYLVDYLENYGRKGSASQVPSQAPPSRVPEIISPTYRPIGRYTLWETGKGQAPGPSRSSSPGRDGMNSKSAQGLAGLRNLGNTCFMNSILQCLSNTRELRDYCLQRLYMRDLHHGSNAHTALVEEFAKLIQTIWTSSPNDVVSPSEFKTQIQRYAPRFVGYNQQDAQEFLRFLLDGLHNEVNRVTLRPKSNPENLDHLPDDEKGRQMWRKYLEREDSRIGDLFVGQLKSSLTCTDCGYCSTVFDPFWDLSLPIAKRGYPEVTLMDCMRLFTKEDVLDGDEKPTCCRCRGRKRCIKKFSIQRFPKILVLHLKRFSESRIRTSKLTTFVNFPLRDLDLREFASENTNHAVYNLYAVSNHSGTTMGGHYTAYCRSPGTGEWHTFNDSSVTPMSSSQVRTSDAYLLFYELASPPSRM
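USP2 core (20 nM final) was preincubated with compound for 30 min at RT in 20 mM Tris-HCl pH 8.0, 2 mM CaCl2, 2 mM beta-mercaptoethanol; Ub-PLA2 (20 nM) plus NBD C6-HPC (20 uM) then added, fluorescence read after 2.5 h.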
ERK AVP inh – qHTS Assay for Inhibitors of the ERK Signaling Pathway using a Homogeneous Screening Assay; HEK293-V1b, vasopressin-stimulated pERK AlphaScreen; Potency, µM (series often up to 57.5 µM), for the others: at the top dose activity, negative = inhibition, usual class: inhibitors; AID 995, 2007; 72,000 tested, 0.99% active; note: potency is the fitted concentration of half-maximal effect; % is set by controls: 0 for no effect and ±100 for the full control effect; nearly all actives have a fitted effect of over 55% in size
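qHTS, compounds titrated on V1b-expressing HEK293 cells. Preincubation 30 min at 37C, vasopressin 25 nM for 5 min, lysis 10 min, bead incubation 5 hr at room temperature.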
Caspase-7 inhib – qHTS Assay for Allosteric/Competitive Inhibitors of Caspase-7 | Potency, µM (top dose mostly 57.5 µM), for inactives: at the top dose activity change, negative = inhibition, actives largely listed as inhibitors | 75,000 tested, 0.02% active | AID 889, 2007 | recombinant caspase-7, Ac-DEVD-AFC fluorescence rate; active = well fitted inhibition curve with a large enough effect in the main read-out, with a control signal flat, not every such curve was filed as active; inconclusive = small, poorly fitted or top-dose-only effect, or a change in a side signal; note: potency is the fitted concentration of half-maximal effect; % of control where 0% means no effect
Target sequence (P55210 24-198 limits assumed): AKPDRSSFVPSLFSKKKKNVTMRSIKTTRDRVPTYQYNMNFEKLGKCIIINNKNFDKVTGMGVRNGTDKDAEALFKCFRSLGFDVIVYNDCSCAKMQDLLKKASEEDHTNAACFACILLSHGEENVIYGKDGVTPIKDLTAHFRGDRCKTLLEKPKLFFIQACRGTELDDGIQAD
Target sequence (P55210 207-303 limits assumed): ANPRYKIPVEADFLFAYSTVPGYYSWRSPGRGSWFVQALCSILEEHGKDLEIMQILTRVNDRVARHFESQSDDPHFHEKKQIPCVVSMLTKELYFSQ
* = called active by the depositor; i = inactive; ? = inconclusive; · = not tested or not shown; [ ] = remark or other dose. Unless noted, calls come from the whole dose curve; as a rule, active = well fitted curve in the direction sought with a large enough effect; inconclusive = small, poorly fitted or top-dose-only effect, or another doubt; inactive = no such curve, though single readings can be large; an effect the other way counts as inactive or inconclusive. Not a hit list. About 16% of those tested had a hit in this group.

cpd | structure | BRCT PPI green | A350 autofl | CRE Fsk mod | FLuc inh | Tau fil binding | Caspase-1 inhib | BRCT inh red | HEK293 cAMP cs | USP2a inh | ERK AVP inh | Caspase-7 inhib
1 | COc1ccc(NC(C)=O)cc1NC(=O)CSc1nnc(-c2ccccn2)n1C | -2.5% | i | 3.6% | 1.0% | -13.0% | -0.7% | 0.3% | 4.8% | 3.3% | -22.3% | 0.2%
2 | Cc1cc(=O)oc2c(OS(C)(=O)=O)c(OS(C)(=O)=O)ccc12 | -2.3%[15.4 µM] | 6.9e-08M* | 1.4%[7.6 µM] | 2.2%[11.4 µM] | 2.6%[11.4 µM] | -4.0%[11.5 µM] | 0.5%[15.4 µM] | 28.0%[11.4 µM] | · | 13.7%[11.5 µM] | 2.2%[11.5 µM]
3 | COc1cccc(N2CCN(C(=O)NC3CCCCC3)CC2)c1 | -2.5% | ? | -11.0% | -1.3% | -3.6% | 1.8% | -1.1% | 12.9% | 4.9% | -3.6% | -1.3%
4 | CCOc1ccccc1C(=O)NCc1ccc2c(c1)OCO2 | -0.1% | i | 3.3% | 1.1% | 13.1% | 1.9% | -0.3% | 26.9% | 6.2% | -22.4% | 1.0%
5 | COC(=O)c1ccc2ncccc2c1 | -0.9% | i | ? | -3.0% | -10.8% | -1.2% | -0.8% | 6.7% | 8.1% | 1.7% | 0.1%
6 | CCN(CC)CC[n+]1ccc2c(C)c3[nH]c4ccc(O)cc4c3c(C)c2c1 | -3.2%[15.4 µM] | i | -1.2%[7.6 µM] | -0.4%[11.4 µM] | 3.98µM* | -0.5%[11.5 µM] | -3.7%[15.4 µM] | 7.1%[11.4 µM] | · | 17.8%[11.5 µM] | -0.6%[11.5 µM]
7 | Cc1noc(C)c1COc1ccc(C(=O)NCc2ccccn2)cc1 | -0.2% | i | -8.5% | 0.9% | 9.5% | 0.9% | -0.8% | -6.9% | -3.4% | 7.8% | 0.2%
8 | CCN(CC)CCN1C(=O)C(=O)/C(=C(/O)c2ccc(C)cc2)C1c1ccncc1 (stereo unspecified) | 0.2% | · | 4.7% | -2.0% | -3.1% | -1.6% | -1.0% | 0.2% | -6.1% | 14.0% | 0.0%
9 | CC1CC(C)CN(c2ncc3c(n2)CC(c2ccccc2)CC3=O)C1 (stereo unspecified) | 0.4% | ? | 0.9% | 2.2% | 23.3% | -2.9% | 0.2% | ? | -12.4% | -8.3% | 1.6%
10 | CCn1c(CNC(C)=O)nnc1SCC(=O)c1ccc(Br)cc1 | 0.9% | ? | ? | 2.6% | 3.0% | 3.4% | 1.5% | 1.0% | 2.9% | -13.6% | -1.8%
11 | CC(OCC(O)CN(C)CCOc1ccccc1)c1ccc(Cl)cc1 (stereo unspecified) | -2.2% | ? | -25.1% | 2.0% | -1.7% | -1.5% | 1.2% | 23.3% | 8.2% | ? | -2.8%
12 | CCOC(=O)CCS(=O)(=O)c1nc(-c2ccccc2)cc(C(F)(F)F)n1 | 1.4% | i | ? | -0.5% | ? | -0.4% | -1.4% | 15.6% | 0.3% | 35.5%[activator] | -1.3%
13 | CC(=O)/C=C(\C)Nc1ccc(-c2cnc(-c3ccccc3)o2)cc1 | -1.9% | · | ? | 10µM* | 152.4%[11.4 µM] | -14.7% | -0.2% | -8.3%[11.4 µM] | -1.4%[7.66 µM] | ? | -11.4%
14 | O=C1COc2ccc(C(=O)NCc3ccc4c(c3)OCO4)cc2N1 | -1.2% | ? | 8.0% | 0.3% | -1.3% | 0.3% | -0.2% | ? | -2.6% | -7.3% | -0.6%
15 | CC(C)CCn1nnnc1C(c1ccccc1F)N1CCC(C(N)=O)CC1 (stereo unspecified) | -2.2% | i | 3.7% | -1.4% | -3.9% | 0.2% | 0.9% | 5.8% | -3.7% | -10.7% | 0.1%
16 | Cc1ccc(-c2csc3nnc(SCC(=O)NCc4ccc5c(c4)OCO5)n23)cc1 | 1.1% | i | ? | 0.1% | 9.4% | -0.6% | 0.8% | 14.5% | 8.4% | -29.6% | 2.6%
17 | CCOc1ccccc1C1C(C(N)=O)=C(C)Nc2nc(CCCO)nn21 (stereo unspecified) | 0.7% | · | -1.8% | -5.9% | -5.3% | 4.7% | 0.8% | 10.5% | · | 5.4% | -1.5%
18 | Cn1cccc1Cc1nnc(SCC(=O)NCc2ccccc2)n1-c1ccc(F)cc1 | 0.6% | · | -8.5% | 0.7% | 8.3% | -3.5% | 1.2% | 3.2% | · | ? | -2.0%
19 | O=C(c1ccco1)N1CCN(c2cccc(Cl)c2)CC1 | -0.2% | · | -12.6% | -1.1% | -7.4% | -3.0% | -2.0% | ? | 30.7%[activator] | 4.5% | -3.8%
20 | COc1ccc(NC(=O)c2cc(CC(C)C)on2)cc1OC | -1.9% | · | 4.9% | -19.9% | 5.9% | 0.7% | 1.0% | 7.2% | · | -4.1% | 0.5%
21 | CN(C)c1nc(NCc2ccccc2)nc(Oc2ccc(=O)[nH]n2)n1 | 0.9% | i | 6.4% | 1.5% | -5.4% | -0.9% | -1.1% | 12.1% | 0.1% | 18.3% | 1.1%
22 | Cc1[nH]c2ccc(-c3nnc(SCC(=O)NCc4ccco4)n3Cc3ccccc3)cc2c1C | -1.7% | ? | 17.3% | -1.1% | 61.0% | -9.2% | -2.1% | -5.4% | 41.4%[activator] | -29.5% | -4.5%
23 | Cn1c(NCCCN2CCOCC2)nc2c1c(=O)n(Cc1ccc(Cl)c(Cl)c1)c(=O)n2C | -1.8% | i | -6.9% | 3.0% | 32.4% | -2.7% | -2.0% | -29.7% | 46.7%[activator] | 0.2% | 0.1%
24 | CCOC(=O)CN(C(=O)Cn1nnc(-c2ccc(C)cc2)n1)C(CC)C(=O)NC1CCCC1 (stereo unspecified) | 1.1% | i | 0.2% | 3.4% | 10.8% | -0.1% | -1.9% | 2.6% | 23.6% | -9.2% | 0.2%
25 | CCCCC(CCC(=O)O)(C(=O)OCC)c1csc(N)n1 (stereo unspecified) | -0.7% | · | -0.9% | -0.9% | 12.2% | 0.5% | 0.8% | 4.4% | 0.3% | 8.7% | -1.0%
26 | O=C(NCC1CCCO1)c1cc(-c2ccncc2)nc2ccc(S(=O)(=O)N3CCOCC3)cc12 (stereo unspecified) | 0.2% | i | -17.0% | 2.4% | 0.6% | 0.5% | 0.8% | ? | 26.6% | 3.0% | -0.7%
27 | Cc1c(C#N)c2ccccc2n1CC(=O)N1CCCC1 | -1.3% | i | -3.3% | -3.3% | -5.4% | -2.0% | -0.3% | 3.9% | 1.1% | -15.3% | -1.5%
28 | Cc1cc(C)cc(OCC(=O)Nc2ccccc2C(=O)NCc2ccco2)c1 | -1.1% | i | 2.9% | 0.2% | 439.5% | -1.0% | -2.0% | ? | 24.1% | -24.6% | -4.3%
29 | CC(=O)CC(=O)NC(=NC1CCCCC1)Nc1nc(C)cc(C)n1 | -1.2% | 1.18e-08M* | 2.4% | 2.7% | -5.9% | 0.2% | 1.8% | 0.7% | -5.5% | 2.3% | -1.3%
30 | Cc1ccc(C(=O)NC2CCS(=O)(=O)C2)cc1S(=O)(=O)N1CCOCC1 (stereo unspecified) | -2.0% | i | ? | 1.6% | -3.3% | -1.9% | 0.0% | 4.1% | 5.0% | -19.1% | -1.1%
31 | CCOC(=O)Cc1nnc(NC(=O)CSc2nnc3c4ccccc4n(C)c3n2)s1 | 1.1% | · | 3.16µM* | 2.8% | 23.1%[11.4 µM] | -2.2% | -1.6% | ? | 43.9%[activator][7.66 µM] | -17.7% | -3.3%
32 | COCCn1c(=O)c(-c2ccccc2)nc2cnc(Oc3ccc(OC)cc3)nc21 | -0.8% | i | ? | 1.4%[11.4 µM] | -29.8% | ? | -2.0% | ? | 37.1%[activator] | ? | ?
33 | Cc1noc(C)c1COc1ccc(C(=O)OCC(=O)N2CC3(C)CC2CC(C)(C)C3)cc1 (stereo unspecified) | 1.6% | i | 14.3% | -0.7% | 7.1% | -2.4% | -0.8% | 29.4% | -1.4% | ? | -1.2%
34 | CNC(=O)N(C1=NCC(C)(C)S1)c1ccc(F)c(Cl)c1 | 0.9% | · | ? | 2.9% | 36.8% | 1.6% | -1.2% | ? | · | -1.7% | -2.2%
35 | COc1cccc(Oc2ccc(N)cn2)c1 | 58.5%[activator] | i | -0.3% | 0.3% | 411.6% | -9.8% | -1.5% | 0.4% | -0.5% | -8.9% | -7.3%
